Screening results (PubChem)
BAZ2B block: blocks human BAZ2B. Q9UIF8. AlphaScreen BAZ2B-H3K14Ac peptide displacement. Potency, µM (series often up to 114 µM), for inactives: at the highest dose activity change, negative = inhibition, actives largely listed as inhibitors. hit rate 4.4% among 360,000. AID 504333; note: nearly all actives have a fitted effect of over 60% in size
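BAZ2B (50 nM) with biotin-H3(5-23)K14Ac peptide (50 nM) in PBS pH 7.4, 0.01% Tween-20, preformed 30 min, then compound 30 min at room temperature; top concentration 110uM. AlphaScreen streptavidin donor/nickel chelate acceptor beads (10 ug/mL final), 20 min dark, signal read.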
G9a block: inhibitors of human histone lysine methyltransferase G9a. Q96KQ7. G9a H3K9 monomethylation, AlphaScreen, 2 h. hit rate 8.8% among 350,000. Potency, µM (highest dose often 102 µM), inactives show at the highest dose activity, negative = inhibition, most hits filed as inhibitors; note: nearly all actives have a fitted effect of over 75% in size
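Methyltransferase reactions run at room temperature for 2 h (20 nM enzyme, 500 nM biotin-H3K9 peptide, 20 uM SAM) after a 15 min compound preincubation; product detected by AlphaScreen beads and anti-H3K9me1 antibody.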
* = called active by the depositor; u = inconclusive; [ ] = another dose, or the depositor's remark. Calls come from the whole dose curve; as a rule, active = well fitted inhibition curve with a large enough effect; inconclusive = small, poorly fitted or top-dose-only effect; inactive = no such curve, though single readings can be large or run the other way. % is set by controls: 0 for no effect and ±100 for the full control effect; potency is the fitted concentration of half-maximal effect.

SMILES	BAZ2B block	G9a block
COc1cc(/C=C(\C#N)c2nc3c(s2)CCCC3)ccc1O	56.2µM*	u
Oc1ccc(CNc2cccc(F)c2F)c2cccnc12	39.8µM*	1.12µM*
CCOC(=O)N1c2ccccc2C=CC1OCC (stereo not drawn)	0.3%	7.2%
COC(=O)c1ccccc1NC(=O)C/C(C)=N/NC(=O)Cc1ccc(Cl)cc1	u	32.6%
CC1C/C=C/C=C/C=C/C=C/C(O[C@@H]2O[C@H](C)[C@@H](O)[C@H](N)[C@@H]2O)CC2OC(O)(CC(O)CC3OC3/C=C/C(=O)O1)CC(O)C2C(=O)O (stereo partly drawn)	-3.6%	2.2%
CCOC(=O)c1c2ccc(OCC(=O)N/N=C/c3ccc(Cl)cc3)cc2n2ccccc12	2.8%[57.1 µM]	75.4%[activator]
Cc1ccc(C(=O)C2=C(O)C(=O)N(CCN3CCOCC3)C2c2ccccn2)o1 (stereo not drawn)	u	2.24µM*
CCN(CC)C(=O)C1=C(C)NC(=O)NC1c1ccccc1F (stereo not drawn)	7.7%	15.8%[59 µM]
COc1ccc(C([O-])=Nc2ccc[n+](-c3nc4ccccc4nc3NS(=O)(=O)c3ccccc3)c2)cc1	u	u
CCCCCCCC1=CC2=CC(=O)C(C)(OC(C)=O)C(=O)C2=CN1CCc1ccccc1 (stereo not drawn)	u	39.8µM*
COc1ccc(CNc2nc3c(c(C(F)(F)F)n2)CCCCC3)cc1	51.6%[activator]	45.1%[59 µM]
O=c1c2c(nc3nc(NCc4ccccc4Cl)[nH]n13)CCC2	-8.4%	7.6%
Clc1cccc(-c2nnc3sc(-c4ccc5c(c4)OCO5)nn23)c1	-3.7%	10µM*
CCc1ccc(NC(=S)NNC(=O)c2ccccc2OC(F)F)cc1	6.4%	12.6µM*
CCc1ccc(Nc2n[n+](-c3ccccc3)c(/C=C/c3ccccc3)s2)cc1	28.2µM*	39.8µM*
O=C1CCCC2=C1C(c1ccccc1)C1=C(CCCC1=O)O2	10.9%	17.8%
CCc1nnc(NC(=O)CSc2ccc(-c3ccc(F)cc3)nn2)s1	-27.6%	44.7µM*
Cc1nc(NC2=NCN(C3CCCCC3C)CN2)nc2ccccc12 (stereo not drawn)	-0.9%	9.6%[12.7 µM]
O=C(OC1CCCCC1)c1ccc2c(c1)C1C=CCC1C(C(=O)O)N2 (stereo not drawn)	7.08µM*	u
O=C1Nc2ccc(Br)cc2C1=Nc1ccc(-c2nnc3n2CCCCC3)cc1	2.2%	u
Cc1ccc(C)c(NC(=O)c2ccccc2C(=O)c2ccccc2)c1	u	-11.0%
CN(C)c1nc(NCc2ccccc2)nc(N/N=C/c2ccccc2F)n1	u	-15.7%[12.7 µM]
Cc1sc(NC(=O)CN(C)C2CCCCC2)nc1-c1ccc2c(c1)CCN2S(=O)(=O)c1ccccc1	7.0%	6.9%
CCOC(=O)c1c(C)[nH]c(C(=O)Nc2ccc(C)c(Cl)c2)c1C	1.9%	6.5%[59 µM]
COc1ccccc1N1C(=O)C2ON(c3ccccc3)C(c3ccc(N(C)C)cc3)C2C1=O (stereo not drawn)	35.5µM*	8.91µM*

Looked up one by one from above, 2 records:
SMILES	BAZ2B block	G9a block
Oc1ccc(CNc2cccc(F)c2F)c2cccnc12	39.8µM*	1.12µM*
Cc1nc(NC2=NCN(C3CCCCC3C)CN2)nc2ccccc12 (stereo not drawn)	-0.9%	9.6%[12.7 µM]

Structural class, the entries above with an NH in an aromatic ring
SMILES	BAZ2B block	G9a block
O=c1c2c(nc3nc(NCc4ccccc4Cl)[nH]n13)CCC2	-8.4%	7.6%
CCOC(=O)c1c(C)[nH]c(C(=O)Nc2ccc(C)c(Cl)c2)c1C	1.9%	6.5%[59 µM]

Following part:
SMILES	BAZ2B block	G9a block
COc1ccc(O[C@H]2C=C[C@@H](c3ccccc3)O[C@@H]2CO/N=C(\C)CCN2CCCCc3nc(C)c(C)cc32)cc1	u	39.8µM*
CC(=O)N1CCN(c2ccc(NC(=S)NC(=O)/C=C/c3ccccc3)cc2)CC1	-10.4%	-18.2%[59 µM]
Cn1c(=O)c2[nH]c(-c3ccccc3O)nc2n(C)c1=O	3.1%	-21.0%[59 µM]
C#CCOCCOCCOCCNc1nc(N2CCN(C(=O)[C@H](CCC(=O)O)n3cc(C(N)Cc4ccc(O)cc4)nn3)CC2)nc(N2CCN(C(=O)[C@H](Cc3ccc(O)cc3)n3cc(C(N)[C@H](C)CC)nn3)CC2)n1 (stereo partly drawn)	50.1µM*	-25.9%[12.7 µM]
CC(/C=C/c1ccc2c(c1)OCO2)=N/NC(=O)C1COc2ccccc2O1 (stereo not drawn)	-9.2%	17.3%[59 µM]
Cc1ccc(CN2C(=O)N/C(=C/c3ccc4c(c3)n(C)c(=O)n4C)C2=O)cc1	u	20.3%
COC(=O)c1c(-c2ccc(C)cc2)csc1NC(=O)c1c(-c2ccccc2)noc1C	4.0%	u
Cc1csc(CNc2ncnc3ccc(-c4ccc5c(ccn5C)c4)cc23)c1	-36.3%	-12.4%[12.7 µM]
Cc1ccnn2c(-c3ccccc3)c3c(=O)n(C)c(=O)n(C)c3c12	-2.6%	-5.5%[12.7 µM]
CCCc1nc(SCC(=O)c2ccc(OC)cc2)c2c(=O)n(C)c(=O)n(C)c2n1	-2.0%	4.7%
CCOC(=O)c1cnn(-c2nc(C)nc3sc4c(c23)CCC4)c1N	-0.2%	2.3%
C/C(N)=C(/C#N)C(=O)CSc1nc2ccccc2c(=O)n1-c1ccc(C)cc1	-34.8%	12.5%[59 µM]
COc1ccc(/C(C)=N\NC(=O)c2ccc3c(c2)OCO3)cc1OC	-17.3%	14.8%[59 µM]
COC(=O)C(CC(=O)c1ccc(Br)cc1)n1ccnc1 (stereo not drawn)	50.1µM*	u
CCOc1ccc(NC(C)C(=O)N/N=C/c2ccc([N+](=O)[O-])cc2)cc1 (stereo not drawn)	u	-1.9%
COc1ccc(C)cc1NC(=O)c1ccc(-c2ccc(C(C)=O)cc2)o1	-17.3%	-29.5%
Cc1ccc(NC(=O)N(Cc2cccs2)Cc2cc3cc4c(cc3[nH]c2=O)OCO4)cc1	-3.7%	20.2%
Cc1noc(C)c1CSCC(=O)Nc1ccccc1N1CCCCC1	-2.5%	u
COc1ccc(-n2nnc3c(SCC(=O)Nc4ccc5c(c4)OCCO5)ncnc32)cc1	-3.1%	4.0%
COc1ccc(C2c3c(oc4c(C)cc(C)cc4c3=O)C(=O)N2Cc2cccnc2)cc1OC (stereo not drawn)	-0.8%	-3.4%[12.7 µM]
CCSc1nnc2n(N)c(=O)c3ccccc3n12	-3.6%	8.1%
COc1ccc(NC(=O)Cn2cnc3c(nnn3-c3ccc(C)cc3)c2=O)cc1	-15.0%	7.0%
C#Cc1ccc([C@@H]2C=C(C(=O)N3CCN(Cc4ccccc4)CC3)O[C@H](OCCCCO)C2)cc1	-26.5%	u
Cc1cc2cc(C)c3nnc(SCC(=O)N4CCCc5ccccc54)n3c2cc1C	-1.9%	8.1%[59 µM]
O=C(Cc1csc(-c2ccccc2)n1)NCc1ccccc1F	7.4%	13.0%[59 µM]

Record cards, from the list above. Screens in order: BAZ2B block, G9a block
C/C(N)=C(/C#N)C(=O)CSc1nc2ccccc2c(=O)n1-c1ccc(C)cc1 in the list: -34.8%, 12.5%[59 µM]
CC(/C=C/c1ccc2c(c1)OCO2)=N/NC(=O)C1COc2ccccc2O1 (stereo not drawn) in the list: -9.2%, 17.3%[59 µM]
COc1ccc(-n2nnc3c(SCC(=O)Nc4ccc5c(c4)OCCO5)ncnc32)cc1 in the list: -3.1%, 4.0%
Cn1c(=O)c2[nH]c(-c3ccccc3O)nc2n(C)c1=O in the list: 3.1%, -21.0%[59 µM]
Cc1noc(C)c1CSCC(=O)Nc1ccccc1N1CCCCC1 in the list: -2.5%, u

Next entries follow.
SMILES	BAZ2B block	G9a block
O=C1CCCC2=C1C(c1c(Cl)nc3sccn13)C1=C(CCCC1=O)N2	-6.4%	-41.5%[12.7 µM]
Cc1c(N=C2NC(=O)/C(=C/c3cccc([N+](=O)[O-])c3)S2)c(=O)n(-c2ccccc2)n1C	1.0%	-19.6%[59 µM]
CCCCc1ccc(NC(=O)COc2ccc(C(=O)Nc3ccccc3C)cc2)cc1	3.0%	1.3%
O=C(C1CCN(c2ncnc3c2sc2cccc(F)c23)CC1)N1CCCC1	4.0%	38.7%
CC(C)C1=CC2=CCC3C(C)(C(=O)O)CCCC3(C)C2CC1 (stereo not drawn) (tested in a mixture with another compound)	-1.9%	70.8µM*
CCc1c(C)nc(N)n2c(SCC(=O)N3CCN(c4ccccc4OC)CC3)nnc12	3.4%	-8.4%[59 µM]
Cc1nn(Cc2ccccc2Cl)c(C)c1NC(=O)CSc1n[nH]c(C)c1[N+](=O)[O-]	-1.5%	u
COc1cccc(C(=O)CC(=O)C(=O)Nc2cc(OC)c(OC)c(OC)c2)c1	u	-9.9%
Cc1cnc(C(=O)Nc2ccc(C(=O)N(C)C3CCCCC3)cc2)cn1	10.4%	-14.0%[59 µM]
Cn1c(SCC(=O)Nc2cc(=O)n(C)c(=O)n2C)nnc1-c1cccs1	1.8%	7.4%[12.7 µM]
CSC1=Nc2sc3c(c2C2=NCCN12)CCCC3	10.8%	-8.1%
N#Cc1cc2c(nc1SCc1nc3ccccc3[nH]1)CCC2	8.9%	u
Cc1cc(=O)[nH]c2c(C)c(Cl)ccc12	-4.5%	2.4%
O=C(CN1CCN(c2ccc(O)cc2)CC1)NC1CCCc2ccccc21 (stereo not drawn)	-3.5%	25.1µM*
CCCCc1c(O)nc(SCCC(=O)O)[nH]c1=O	5.5%	24.0%[12.7 µM]
COc1ccc(C2=NN(C(=O)c3ccccc3)C(c3ccc(OC)c(OC)c3)C2)c(OC(C)=O)c1 (stereo not drawn)	-30.8%	-33.8%
Cc1ccc(S(=O)(=O)N2CCN(c3nc(C)nc4sc(C)c(C)c34)CC2)cc1	7.7%	6.4%[59 µM]
CC(C)(C)c1ccc(-c2nc(O)c(CC(=O)O)s2)cc1	-19.2%	3.6%[59 µM]
Cc1ccc(C)c(C(C)NC(=O)C2C3CCC(O3)C2C(=O)O)c1 (stereo not drawn)	0.5%	-34.2%
COc1ccccc1/C=C1\SC(=S)N(CC(=O)Nc2nnc(C)s2)C1=O	-23.7%	12.3%
COC(=O)c1ccc(CSc2ccc3nnc(-c4ccc(OC)cc4)n3n2)o1	-6.4%	-8.5%[59 µM]
CCn1c(SCC(=O)N2CCN(c3ccccc3)CC2)nnc1-c1ccncc1	9.5%	1.78µM*
O=C(CN1C(=O)c2ccccc2C1=O)Oc1ccc(F)cc1	10.5%	16.2%
COc1ccc(/C(O)=C2/C(=O)C(=O)N(CCCN(C)C)C2c2cccnc2)cc1 (stereo not drawn)	9.5%	u
CC1(C)CN=C(N2CCN(c3ncnc4sc5c(c34)CCCC5)CC2)S1	-0.8%	6.0%[12.7 µM]

Shown with values under each structure: entries from further up
Values in the order: BAZ2B block, G9a block
- CC(C)(C)c1ccc(-c2nc(O)c(CC(=O)O)s2)cc1
  -19.2%, 3.6%[59 µM]
- Cc1ccc(C)c(C(C)NC(=O)C2C3CCC(O3)C2C(=O)O)c1 (stereo not drawn)
  0.5%, -34.2%

Carrying on.
SMILES	BAZ2B block	G9a block
COc1ccc(Nc2nc(-c3sc(NC(C)=O)nc3C)cs2)cc1	5.9%	39.8µM*
Cn1c(SCC(=O)NNC(=S)Nc2ccccc2)nnc1-c1ccncc1	24.0%	70.8µM*
Cc1cc(S(=O)(=O)N2CCCC(N(C)CCc3ccccn3)C2)c(C)s1 (stereo not drawn)	-17.1%	50.1µM*
O=C(NC1CCCCC1)NC1CC2CCC(C1)N2C(=O)NC1CCCCC1 (stereo not drawn)	-1.5%	-1.9%
Cc1nc(NC(=O)COc2ccc(Cl)cc2)sc1C(=O)N(C)C	5.9%	-7.8%[59 µM]
O=C(CCNS(=O)(=O)c1cccc2nsnc12)N1CCN(c2ccccn2)CC1	-12.3%	-8.2%
COc1ccc(C(=O)N(C)Cc2ccccc2)cc1Br	5.4%	-1.8%[59 µM]
Cc1ccc(S(=O)(=O)n2[nH]c(=O)cc2NC(=O)c2cccs2)cc1	-4.0%	u
O=C(N=Nc1c(O)n(C2OC(=O)c3ccccc32)c2ccccc12)c1ccco1 (stereo not drawn)	-9.8%	-0.2%
CC(C)NCCCCOc1ccccc1-c1ccccc1	u	u
O=C(CSc1ccc2nnc(-c3ccncc3)n2n1)N1CCc2ccccc21	7.8%	u
COC(=O)c1cc2c(=O)n3ccccc3nc2n(C)c1=N	10.5%	-19.5%
COCCNC(=O)/C(C#N)=c1\s/c(=C\c2ccccc2OC(F)F)c(=O)n1Cc1ccccc1	-3.4%	u
C=C1[C@@H](C)C2[C@H](Cc3ccccc3)NC(=O)[C@]23OC(=O)CC[C@H](O)CCC[C@H](C)C/C=C/[C@H]3[C@@H]1O (stereo partly drawn)	-1.0%	24.6%[59 µM]
O=C(CCCCCNc1nc(=S)[nH]c2ccccc12)NCc1ccccc1Cl	1.6%	26.0%
CCCCC(=O)N(Cc1ccc(-c2ccccc2-c2nn[nH]n2)cc1)[C@H](C(=O)O)C(C)C	-14.1%	-25.9%[59 µM]

An excerpt; rates above refer to the full screens.
